HUVEC tox TNFa: cytotoxicity in TNFa-stimulated HUVEC, primary screen, cytotoxicity control for VCAM1 expression modulator project, imaging, Hoechst nuclei count. 93,000 tested, 0.17% active. HUVEC TNFalpha-stimulated, Hoechst cell count. cell count reduction, % at 2 µM;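 active means cell count reduction exceeding the screen mean by over 5 SD, scaled to untreated wells per plate, cut at about 78% in these data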;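 further: cells counted after 24 h of TNF alpha exposure following the 1 h pretreatment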
PLK1 PBD inh: Plk1 polo box domain binding inhibitors, primary screen, biochemical, fluorescence polarization | Serine/threonine-protein kinase PLK1 (Homo sapiens), P53350 | Plk1 PBD phosphopeptide binding | inhibition, %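 (tested at about 20 µM)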 | 97,000 tested, 0.13% active | AID 693, 2007; in the data active means inhibition above about 34%, passing the limit was not always enough
IL1B cytotox: cytotoxicity in IL-1B stimulated HUVEC, primary screen, cytotoxicity control for IL-1B NFkB translocation project, imaging, Hoechst nuclear count, IL-1B stimulus; HUVEC cell count loss; cell count reduction, % at 2 µM; 94,000 tested, 0.41% active;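 active means cell count reduction more than 3 SD above the screen-wide mean, cut at about 70% in these data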;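 further: normalized per plate to untreated control cells as the no-loss baseline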
hDAT+cocaine: changed hDAT dopamine uptake under cocaine IC80, either direction, primary screen, cocaine antagonist project, cell-based, LLC-PK1 hDAT, [14C]-dopamine uptake, MLSMR. B-score at 10 µM. 110,000 tested, 1.3% active. Sodium-dependent dopamine transporter (Homo sapiens), Q01959. LLC-PK1 hDAT cells, [14C]-dopamine uptake with cocaine IC80; actives deviate in either direction;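 active means Z score or B-score, a plate-position-corrected score, falls beyond the plate's 99.7% confidence bounds, in either direction; inactive means both scores lie inside the 99.7% bounds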;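 further: scored against the spread of the other compound wells on the same plate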
Target sequence (Q01959 whole entry, looked up): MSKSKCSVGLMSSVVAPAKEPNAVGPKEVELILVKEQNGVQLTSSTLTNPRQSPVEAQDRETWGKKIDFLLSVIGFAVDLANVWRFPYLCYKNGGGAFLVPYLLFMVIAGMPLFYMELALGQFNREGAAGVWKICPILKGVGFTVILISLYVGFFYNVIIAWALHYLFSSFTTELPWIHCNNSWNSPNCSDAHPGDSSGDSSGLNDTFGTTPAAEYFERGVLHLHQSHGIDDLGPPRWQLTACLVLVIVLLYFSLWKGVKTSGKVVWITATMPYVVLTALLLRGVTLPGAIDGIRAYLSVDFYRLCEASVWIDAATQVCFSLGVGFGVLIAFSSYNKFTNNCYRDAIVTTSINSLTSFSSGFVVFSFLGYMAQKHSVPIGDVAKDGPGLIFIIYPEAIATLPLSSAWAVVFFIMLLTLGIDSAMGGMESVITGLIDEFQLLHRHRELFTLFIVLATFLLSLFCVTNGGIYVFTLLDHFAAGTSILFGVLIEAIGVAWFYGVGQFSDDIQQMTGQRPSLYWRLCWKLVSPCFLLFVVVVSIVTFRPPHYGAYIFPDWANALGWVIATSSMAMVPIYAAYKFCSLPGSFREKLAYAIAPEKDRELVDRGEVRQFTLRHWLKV
sEH inhibitor: soluble epoxide hydrolase inhibitors, primary screen, biochemical, human sEH; Bifunctional epoxide hydrolase 2 (Homo sapiens), P34913; 91,000 tested, 0.34% active; recombinant human sEH enzymatic activity assay; inhibition, % at 2 µM; AID 707, 2007; in the data active means inhibition above about 80%; further: values of inactives mirror those of a sister screen read the other way; many of its hits are not listed in these tables
VCAM1 TNFa inh: inhibitors of TNFa-induced VCAM1 expression, primary screen, imaging, HUVEC, TNFa stimulus, immunofluorescence. inhibition, % at 2 µM. HUVEC TNFa-induced VCAM-1 immunofluorescence, high-content imaging. 95,000 tested, 0.48% active;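 active means inhibition above the batch mean plus 3 SD, with images confirmed as a hit by eye, cut at about 37% in these data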;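 further: 0% = TNF-stimulated DMSO wells and 100% = unstimulated control wells; not every result past the cut was called active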
E coli WT exp: growth inhibitors of wild-type E. coli, primary screen, strain BW25113, expanded library, OD600. OD600 absorbance. growth inhibition, % at 100 µM. 98,000 tested, 0.15% active;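 active means growth inhibition above about 50% at one test dose, limit read from the data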;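 further: growth measured after 20 h incubation at 37 °C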
F-actin modifier: modifiers of F-actin cytoskeleton organization, primary screen, imaging, HUVEC, phalloidin staining, high-content imaging; AID 836, 2007; HUVEC TNFa F-actin phalloidin imaging; 91,000 tested, 0.18% active; inhibition, % at 2 µM;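 active means inhibition above the batch mean plus 3 SD and confirmed as a hit by visual image inspection, cut at about 30% in these data, passing the limit was not always enough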; further: strong numbers were not always called active
PLK1 kinase inh: human PLK1 kinase inhibitors, primary screen, biochemical, TR-FRET; Serine/threonine-protein kinase PLK1 (Homo sapiens), P53350; recombinant PLK1 kinase, TR-FRET peptide phosphorylation; inhibition, % at 10 µM; 97,000 tested, 0.53% active; AID 619, 2007;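 active means inhibition of 50% or more in the single-concentration screen; inactive means inhibition below 50%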;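 further: 0% = DMSO max control and 100% = H-89 dihydrochloride min control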
The depositor's hits bear a star; . = no result given.

SMILES	HUVEC tox TNFa	PLK1 PBD inh	IL1B cytotox	hDAT+cocaine	sEH inhibitor	VCAM1 TNFa inh	E coli WT exp	F-actin modifier	PLK1 kinase inh
COc1ccc(S(=O)(=O)N2Cc3ccccc3CC2C(=O)Nc2nccs2)cc1OC (stereo unspecified)	-4	2	-4	-0.46	6	19	-9	9	-8
O=C(NCCN1CCOCC1)c1ccc([N+](=O)[O-])cc1[N+](=O)[O-]	7	14	33	-0.0039	-17	17	13	-1	-2
COC(=O)C1OC2(OC1C(=O)OC)c1ccccc1-c1ccccc12 (stereo unspecified)	51	-6	8	0.22	-10	21	-1	8	-10
CCOC(=O)c1ccc(Cn2cnc3ccccc3c2=O)cc1	.	16	16	-0.21	-20	.	3	.	-2
O=C1CCC(C(=O)O)(c2ccccc2)C1 (stereo unspecified)	68	46*	-9	0.094	5	9	-3	4	-9
N#Cc1cccc(NC(=O)CN2NS(=O)(=O)c3ccccc3C2=O)c1	-32	36	8	-0.54	6	-12	-2	3	-5
Cc1ccc(C2CC(c3cccs3)=NN2C(=O)c2ccc(Br)o2)cc1 (stereo unspecified)	-1	-20	-4	-0.63	50	-1	-26	4	-12
C=CCNC(=O)c1cc(=O)c2ccccc2o1	-36	3	-23	0.038	.	10	9	7	-13
COc1cccc(Nc2cc(C)nc3ccccc23)c1	-13	13	-21	2.2	7	7	0	12	-6
CCn1c(CNc2ccc(C(=O)O)cc2)nc2ccccc21	0	2	4	0.69	-3	16	-2	6	-10
COC(=O)c1ccc(/C=N/OCC(=O)NC2CCCCCCC2)cc1	-6	-19	16	0.45	31	18	6	8	-11
N#Cc1c(-c2ccccc2)ccn(Cc2ccccc2Cl)c1=O	-12	-16	-17	.	-3	5	3	-14	0
CCn1c(=O)c(C(=O)CN(C)Cc2cccc(OC)c2OC)c(N)n(Cc2ccccc2)c1=O	3	-6	-40	0.2	-21	-10	-5	-15	-10
CC(=O)c1c(C)[nH]c(C(=O)CSc2nc3ccccc3c(=O)n2CCCN2CCOCC2)c1C	-19	-12	-5	0.018	7	10	-5	-40	-9
O=C(Cn1cnc2ccccc21)Nc1ccc(C(=O)O)cc1	-16	5	2	0.15	7	-43	-3	-10	-5
COC(=O)c1cc(NC(=O)CC2NC3CCCCC3NC2=O)cc(C(=O)OC)c1 (stereo unspecified)	4	4	11	-0.23	9	8	-3	-12	-12
Nc1nc(-c2nc3ccccc3[nH]2)cs1	-16	0	-18	0.45	-21	-6	24	5	2
O=C(Nc1cccc2nsnc12)c1ccc2c(c1)OCCO2	-7	-16	-43	-0.19	-5	18	4	21	-1
CCc1nnc(NC(=O)CSc2nnc(-c3ccncc3)n2C)s1	2	-19	-22	-0.17	8	8	.	13	-12
CCOC(=O)c1c(C)c(C(=O)N2CCCCCC2)c(C)n1C	-16	-18	-2	-0.42	.	-26	-5	-2	-13
CCOC(=O)N1CCN(Cc2cc(=O)oc3cc4c(cc23)CCC4)CC1	0	0	-46	1.8	6	11	7	21	-7
CN(C(=O)COC(=O)COc1ccc(Cl)cc1)C1CCCCC1	1	-16	4	-0.2	0	8	7	-20	-4
CCc1n[nH]c(=O)n1Cn1c(CC)n[nH]c1=O	-4	-31	-50	0.029	0	4	-1	-3	1
CC(Sc1nnnn1C)C(=O)Nc1ccc(Oc2ccccc2)cc1 (stereo unspecified)	-11	-12	16	1	4	7	2	0	-12
O=C(CCCn1c(=O)[nH]c2cc(Cl)ccc2c1=O)NCCCN1CCCC1=O	-1	26	-8	0.16	13	-5	5	-12	0
O=C(CCCCCN1C(=O)c2ccccc2C1=O)NCc1ccccn1	0	-16	-15	-0.37	-1	-2	2	19	0
Cn1nnnc1SCC(=O)Nc1ccc(N2CCOCC2)cc1	-13	-13	-22	-0.61	-2	20	-3	.	75*
COC(=O)c1ccc(Oc2cc(C)nc(NCc3ccccc3)n2)cc1	-23	14	22	-0.077	-9	-8	-5	-8	-18
Cc1ccc2c(c1)N(CC(=O)c1cccc(Cl)c1)C(=O)C(C)O2 (stereo unspecified)	-20	-2	-36	-0.093	7	-12	-1	6	-14
C1CCc2c(nc3nnnn3c2NC2CCCC2)C1	-10	10	-7	-0.35	-8	6	1	-10	-6

A stretch from the list above:
SMILES	HUVEC tox TNFa	PLK1 PBD inh	IL1B cytotox	hDAT+cocaine	sEH inhibitor	VCAM1 TNFa inh	E coli WT exp	F-actin modifier	PLK1 kinase inh
CCc1nnc(NC(=O)CSc2nnc(-c3ccncc3)n2C)s1	2	-19	-22	-0.17	8	8	.	13	-12
CCOC(=O)c1c(C)c(C(=O)N2CCCCCC2)c(C)n1C	-16	-18	-2	-0.42	.	-26	-5	-2	-13
CCOC(=O)N1CCN(Cc2cc(=O)oc3cc4c(cc23)CCC4)CC1	0	0	-46	1.8	6	11	7	21	-7
CN(C(=O)COC(=O)COc1ccc(Cl)cc1)C1CCCCC1	1	-16	4	-0.2	0	8	7	-20	-4
CCc1n[nH]c(=O)n1Cn1c(CC)n[nH]c1=O	-4	-31	-50	0.029	0	4	-1	-3	1

One compound at a time (already shown):
Cn1nnnc1SCC(=O)Nc1ccc(N2CCOCC2)cc1 is listed as HUVEC tox TNFa = -13; PLK1 PBD inh = -13; IL1B cytotox = -22; hDAT+cocaine = -0.61; sEH inhibitor = -2; VCAM1 TNFa inh = 20; E coli WT exp = -3; F-actin modifier = .; PLK1 kinase inh = 75*
O=C(CCCCCN1C(=O)c2ccccc2C1=O)NCc1ccccn1 is listed as HUVEC tox TNFa = 0; PLK1 PBD inh = -16; IL1B cytotox = -15; hDAT+cocaine = -0.37; sEH inhibitor = -1; VCAM1 TNFa inh = -2; E coli WT exp = 2; F-actin modifier = 19; PLK1 kinase inh = 0

(next part)
SMILES	HUVEC tox TNFa	PLK1 PBD inh	IL1B cytotox	hDAT+cocaine	sEH inhibitor	VCAM1 TNFa inh	E coli WT exp	F-actin modifier	PLK1 kinase inh
Cc1nc(CC(=O)O)c(-c2ccccc2)s1	-20	-5	-53	-0.48	-1	5	-8	7	-3
O=C(CCSc1ccccc1)NCCN1CCOCC1	-5	-17	-2	-1.1	6	-3	9	-10	-10
CC(=O)NCCN1C(=O)C2C3c4ccccc4C(c4ccccc43)C2C1=O (stereo unspecified)	-14	3	4	0.55	-2	4	6	-3	-7
CSc1nc(NCC(C)C)c2c3c(sc2n1)CN(C)CC3	-21	-25	-39	0.72	8	-1	-3	-14	-7
N#Cc1c2c(c(-c3ccco3)[nH]c1=O)CCCC2	-24	-1	-81	-0.73	3	2	5	-19	3
O=C(c1ccc2c(=O)n(-c3ccccc3)c(=O)[nH]c2c1)N1CCCCC1	0	-25	-8	-0.012	4	-15	-4	-7	-8
CC1CCCCN1S(=O)(=O)c1ccc(C(=O)Nc2nnc(-c3ccccc3Cl)o2)cc1 (stereo unspecified)	-1	7	-6	1.4	54	2	4	-6	-15
CCCCc1ccc(S(=O)(=O)Nc2cc(C)on2)cc1	-10	7	-2	1.2	8	4	2	4	-9
O=C(Nc1ccc(Br)cc1)N1CCCCCCC1	-24	6	-21	0.64	54	-11	0	14	-2
Cc1cc(-n2ccnc2)n2c(nc3ccccc32)c1C#N	1	-7	.	-1.3	-19	1	-2	9	-8
Cc1ccn2cc(CNC(=O)c3ccc(Br)o3)nc2c1	1	-16	-28	-0.45	8	5	17	2	14
CC(=O)C1=NN(c2ccccc2)C(c2cccs2)N1c1ccccc1 (stereo unspecified)	3	-28	26	0.1	-18	15	-27	1	-6
NC(=O)COC(=O)c1ccc(Oc2ccccc2)cc1	-39	-12	-9	1.9	-2	24	-12	.	-5
CC(/C=N\NC(=O)Cn1c(C)nc2ccccc21)=C\c1ccccc1	6	3	7	.	-2	3	-1	0	-5
Cn1c(SCc2ccc(F)cc2)nnc1-c1cccs1	4	29	7	1.5	-15	-8	22	16	1
Cc1ccc(SCCC(=O)N2CCCC2)cc1	-10	-1	-17	0.86	3	5	0	6	-6
O=C(NC1(C(F)(F)F)NC(=O)N(Cc2cccnc2)C1=O)c1cccs1 (stereo unspecified)	-7	-11	-33	-1	-8	4	2	-2	-17
COCCNC(=O)c1onc(CSc2cccc(C)c2)c1C(=O)O	-28	11	10	-0.31	-4	14	-10	-14	-6
CCn1cc(C(=O)NCC2COc3ccccc3O2)c2cc(OC)c(OC)cc2c1=O (stereo unspecified)	-8	22	-6	0.49	-4	6	-34	8	-11
CC(C)(C)NC(=O)C(c1ccccc1)N(Cc1cccs1)C(=O)c1csnn1 (stereo unspecified)	.	-8	8	0.054	5	-12	.	2	7
CC(C)Oc1ccc(C(=O)N2CCCC2C(=O)O)cc1 (stereo unspecified)	-32	16	-92	0.11	7	6	4	5	-8
O=C1CC(N2CCCCCC2)C(=O)N1c1ccc2c(c1)OCO2 (stereo unspecified)	5	-2	-10	0.13	-3	4	12	-5	-15
CCN(CC)CCN1C(=O)c2oc3ccccc3c(=O)c2C1c1cccc(Br)c1 (stereo unspecified)	-6	-9	-4	0.27	-3	14	-5	19	1
CNC(=O)NC(=O)CSc1nnc(C(F)(F)F)n1C	25	-31	-26	0.24	-7	0	2	-2	-5
COc1cccc(C2=NOC(C(=O)Nc3cccnc3)C2)c1 (stereo unspecified)	-15	13	-9	0.58	0	0	10	-3	-6
Cc1ccc(S(=O)(=O)N[C@H](C(=O)N2CCC3(O)CCCCC3C2)c2ccccc2)cc1 (stereo partly specified)	0	-3	-20	0.96	-3	12	-7	-10	-1
Nc1ccccc1S(=O)(=O)c1ccccc1N	-41	12	-18	-0.7	2	5	7	.	-12
CCc1nnc(NC(=O)CSc2nc3ccccc3c(=O)n2CCCOC)s1	-12	-1	-2	-0.54	21	2	.	8	-11
Cc1cc2c(c(=O)n1Cc1cccnc1)C(Cc1ccccc1)C(C#N)=C(N)O2 (stereo unspecified)	-13	21	29	1.6	-10	4	0	-4	-8
CC(=O)Nc1ccc(S(=O)(=O)N(Cc2ccccc2)C(C)C)cc1	8	3	6	1.4	2	8	10	-11	-11
CCCCc1nc2c(=O)[nH]c3ccccc3c2o1	-17	6	-43	-0.71	10	18	2	8	-11
O=C(Nc1cccc(Cl)c1)N(CCN1CCOCC1)Cc1cccc(Cl)c1	-11	22	-1	0.014	14	6	16	16	-11
CC(C)(C)NS(=O)(=O)c1ccc(Oc2ncc(C(F)(F)F)cc2Cl)cc1	-14	24	-26	-0.14	7	-2	-1	61*	-12
Cc1ccccc1-n1nnnc1SCC(=O)Nc1ccc(S(=O)(=O)N2CCCC2)cc1	0	1	-8	-0.086	67	8	-1	0	27
CCCNC(=O)Cn1cnc2sc(C(=O)N3CCN(c4ccc(F)cc4)CC3)c(C)c2c1=O	-7	6	-24	-0.83	-7	6	-4	-5	-3
Cc1cc(C)c2c(=O)[nH]c(SCC(=O)N3CCCCC3)nc2n1	-8	10	11	0.027	-1	7	2	9	7
CCOC(=O)NC(=O)CN1C(=O)NC(C)(c2ccccc2)C1=O (stereo unspecified)	12	9	6	-0.6	13	7	9	-8	1
Cn1ccnc1SCC(=O)Nc1cccc2ccccc12	-33	27	-30	0.15	10	12	10	-34	-4
NC(=O)c1ccccc1NC(=O)/C=C/C(=O)O	.	-3	-6	-1.5	17	0	0	-11	-8
O=C(COc1ccccc1F)Nc1ccc(S(=O)(=O)NCc2ccco2)cc1	-19	10	6	0.87	.	-4	5	28	-11
CCOC(=O)N1CCN(c2c(NCCc3ccccc3)c(=O)c2=O)CC1	-1	-7	-10	1.7	6	-5	3	-6	-4
